From PubChem BioAssay
Yeast superoxide = lowers age-related superoxide in aged yeast cells | superoxide response (% of plate mean), % at 10 µM | 330,000 tested, 0.18% active | S. cerevisiae aged cells, superoxide DHE fluorescence; hits give low values;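 active means superoxide response under a set limit, about three screen SD below normal, cut at about 65% in these data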;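 further: yeast aged for seven days with compound at 30 °C before DHE staining; 100% = average MFI of all compound-treated wells on the plate with controls excluded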
JMJD2C inh = human JMJD2C demethylase inhibition; Q9H3R0; GST-JMJD2C(1-420) H3K9me3 demethylation, DELFIA europium; inhibition, % at 2.35 µM; 330,000 tested, 0.069% active; AID 2099;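 active means more than half of a compound's replicate wells show inhibition beyond 50%, single wells judged on their own value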;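 further: signal counts dimethyl H3K9 product captured on neutravidin plate; 0% = median of DMSO wells and 100% = 0.3 times that DMSO median; strong numbers were not always called active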
Target sequence (Q9H3R0 1-420 limits assumed): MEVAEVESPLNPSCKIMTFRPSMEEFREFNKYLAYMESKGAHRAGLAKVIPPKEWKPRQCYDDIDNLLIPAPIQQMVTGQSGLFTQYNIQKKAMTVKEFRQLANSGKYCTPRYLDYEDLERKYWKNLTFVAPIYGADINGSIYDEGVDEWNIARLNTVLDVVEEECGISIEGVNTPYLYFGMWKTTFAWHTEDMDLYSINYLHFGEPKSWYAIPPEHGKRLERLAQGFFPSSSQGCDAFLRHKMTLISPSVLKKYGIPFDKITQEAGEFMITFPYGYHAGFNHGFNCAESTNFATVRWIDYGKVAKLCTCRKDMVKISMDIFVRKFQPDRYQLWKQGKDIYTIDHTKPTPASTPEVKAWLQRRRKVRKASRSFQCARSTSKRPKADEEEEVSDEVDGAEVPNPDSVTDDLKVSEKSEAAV
* hit, by the source's call; & = joins results of further samples. A portion of the library; rates above refer to the full screens.

Values in the order: Yeast superoxide	JMJD2C inh
CC(=O)c1ccc(OCCCC(=O)Nc2cccc(S(=O)(=O)N3CCCCCC3)c2)cc1
    119	0
CC(C)[C@H](NC(=O)c1ccccc1)C(=O)NC1CCCCCCC1
    96	-1
Cc1ccc(C(=O)OC(C)C(=O)NCc2ccc3c(c2)OCO3)cc1S(=O)(=O)N1CCOCC1 (stereo not given)
    118	3
O=C(NN1CC(C(=O)OCc2ccc(Cl)cc2Cl)CC1=O)c1ccccc1 (stereo not given)
    91	-4
O=C(COC(=O)c1cccc(Cl)c1)NC(=O)NCc1ccccc1
    94	8
CC(=O)c1ccc(NC(=O)CSc2nc3ccccc3c(=O)n2CCCN2CCOCC2)cc1
    96	4
CCC(=O)Nc1nnc(S(=O)(=O)N(CC)c2cc(C)cc(C)c2)s1
    100	4
COC(=O)c1ccc(N2CC3CNC(=O)C2(C(=O)OC)N3C)cc1 (stereo not given)
    102&110	-4
CN(C)S(=O)(=O)c1cccc(NC(=O)CCNC(=O)Nc2ccccc2)c1
    106	11
Cc1cc(C)n(CCCNC(=O)COc2ccc([N+](=O)[O-])cc2)n1
    105	-14
CN(CC(=O)NCc1ccccc1)Cc1cccc(F)c1
    111	2
COc1cc(OC)cc(C(=O)NNC(=O)Cc2cccs2)c1
    102	2
COc1ccc(/C=C/c2c(-c3ccccc3OC)sc3ccccc23)cc1OC
    93	-3
CC(C)NC(=O)N(C)C[C@H]1Oc2c(NC(=O)c3ccc(-c4nccs4)cc3)cccc2C(=O)N([C@@H](C)CO)C[C@H]1C
    104	1
CC1CCN(C(=O)c2ccc(S(=O)(=O)N3CCCCCC3)cc2)CC1
    106	5

Next part
Values in the order: Yeast superoxide	JMJD2C inh
Cc1cccc(NC(=O)C2Cc3ccccc3O/C2=N\O)c1 (stereo not given)
    99	-16
Cc1ccsc1C(=O)OCC(=O)NC1CCCC(C)C1C (stereo not given)
    90	3
CSCC[C@H](NC(=O)C1CCC(CNC(=O)[C@@H]2CCCN2C(=O)OC(C)(C)C)CC1)C(=O)O (stereo not given in full)
    103	3
O=C(O)c1ccc(-c2nnc(-c3cccc(Br)c3)o2)cc1
    100	3
Clc1cccc(CN2CCSCC2)c1Cl
    107	1
Cc1ccc(S(=O)(=O)N2CCN(CCc3ccncc3)CC2)cc1
    93	-7
Cn1ncc(Cl)c1C(=O)NNC(=O)Nc1cccc2ccccc12
    105	1
CC1CC(C)CN(C(=O)CN2C(=O)NC3(CCCCCC3)C2=O)C1 (stereo not given)
    100	-2
C[C@@H]1COC(=O)[C@H](CC(=O)OC(C)(C)C)C/C=C\C[C@H](CC(=O)NCCO)C(=O)N1
    83	6
COc1cccc(CC(=O)OCC(=O)c2cc(OC)c(OC)c(OC)c2)c1
    102	2
COc1ccc(CCN2CC(C(=O)Nc3nccs3)CC2=O)cc1OC (stereo not given)
    99	-4
COC(=O)c1c(-c2ccc(SC)cc2)sc2ccc(OC)cc12
    107	2
Cc1ccccc1NC(=O)NNC(=O)c1ccc2ccccc2c1
    95	-8
O=C(N/N=C/c1cccc(O)c1)c1ccc(NC(=O)C2CCCCC2)cc1
    102	-4
O=C(c1ccc(F)cc1)N1CCN(C2CCCCC2)CC1
    101	19

Continuation.
Values in the order: Yeast superoxide	JMJD2C inh
Cc1ccc2c(COC(=O)C3CSC4(C)CCC(=O)N34)cc(=O)oc2c1C (stereo not given)
    109	3
O=C(COC(=O)CCc1nc2ccccc2c(=O)[nH]1)Nc1ccccc1
    121	2
COc1ccccc1CN(C)C(=O)COC(=O)c1c(C)noc1C
    91	-3
Cc1ccc(/C(O)=C2\C(=O)C(=O)N(C)C2c2ccc(F)cc2)cc1 (stereo not given)
    104	-2
COc1ccc(NC(=O)Nc2cccs2)cn1
    97	-1
CC(C)c1ccc(NC(=O)c2ccccc2NC(=O)C2CC=CCC2C(=O)O)cc1 (stereo not given)
    136	6
CC(C)(C)c1ccc(-c2nnc(SCC(=O)NCC3CCCO3)n2N)cc1 (stereo not given)
    118	-3
Cc1ccccc1C(=O)NC(=S)N(Cc1ccccc1)c1ccccn1
    91	2
Cc1cc(N2CCCC2)ccc1NC(=O)COc1ccc(Cl)cc1
    92	6
COC(=O)c1sccc1NC(=O)Nc1cccc(C)c1C
    97	1
CC(C)(C)OC(=O)C[C@@H]1C/C=C\C[C@@H](CC(=O)N[C@H](CO)Cc2ccccc2)C(=O)NCCOC1=O
    91	3
O=C(NCc1ccccc1Br)c1cccc2c1C(=O)c1ccc(N3CCC(Cc4ccccc4)CC3)cc1S2(=O)=O
    101	43
Cc1cc(C)c(S(=O)(=O)N2CCCC2=O)cc1N(C)S(C)(=O)=O
    101	19
COc1ccc(CNCc2c(F)cccc2F)cc1OC
    99	11
CC1CCN(C(=O)COC(=O)c2ccc3c(c2)OCCO3)CC1
    97	-4

Compound profiles (already shown).
`Cc1cc(N2CCCC2)ccc1NC(=O)COc1ccc(Cl)cc1` is listed as Yeast superoxide: 92; JMJD2C inh: 6
`CC(C)(C)c1ccc(-c2nnc(SCC(=O)NCC3CCCO3)n2N)cc1` (stereo not given) is listed as Yeast superoxide: 118; JMJD2C inh: -3

The list continues.
Values in the order: Yeast superoxide	JMJD2C inh
Cc1cccc(C(=O)OCC(=O)NC2CC2)c1O
    100	-8
Cc1onc(-c2c(F)cccc2Cl)c1C(=O)Nc1cccc(S(=O)(=O)N2CCOCC2)c1
    94	6
O=C(NCCCl)Nc1ccccc1NS(=O)(=O)c1cccs1
    108	3
Cc1ccc(C23CC4CC(CC(C(=O)NN)(C4)C2)C3)cc1
    99	0
COCCNC(=S)NNC(=O)c1cc(-c2cccnc2)nc2ccccc12
    98	0
CC(=O)c1c(C)[nH]c(C(=O)Nc2cccc(S(=O)(=O)N3CCCC3)c2)c1C
    118	-3
CC1=C(c2ccccc2)SC2=NCCN21
    100	2
CN1CCN(NC(=O)Nc2ccc(Br)cc2Cl)CC1
    102	-1
Cc1cc(Cl)ccc1C(=O)C1CCCN(C(=O)CN2CCOC2=O)C1 (stereo not given)
    88	-5
O=C(N/N=C/c1cccnc1)c1cc(-c2ccc(Br)cc2)nc2ccccc12
    100	2
CCCCCCSc1cc(-c2nc3ccc(C)cn3c2NCCCC)ccc1OC
    78	-12
O=C(CSc1ccccc1F)Nc1ccc2c(c1)OCO2
    98	3
CC[C@@H]1CCCCc2ccccc2[C@H](C(=O)C[C@@H](O)CC(C)=O)OC1=O
    105	4
COc1ccc(Br)cc1/C=N/Nc1ccccn1
    102	1
COc1ccc(C(=O)N/N=C/c2ccc(OC)c(COc3c(F)c(F)cc(F)c3F)c2)cc1
    104	-6

Some of these compounds in order of molecular weight, falling:
Values in the order: Yeast superoxide	JMJD2C inh
O=C(N/N=C/c1cccnc1)c1cc(-c2ccc(Br)cc2)nc2ccccc12
    100	2
O=C(CSc1ccccc1F)Nc1ccc2c(c1)OCO2
    98	3
Cc1ccc(C23CC4CC(CC(C(=O)NN)(C4)C2)C3)cc1
    99	0

3 entries from above, ordered by the value under JMJD2C inh, rising.
smiles	JMJD2C inh
COCCNC(=S)NNC(=O)c1cc(-c2cccnc2)nc2ccccc12	0
O=C(N/N=C/c1cccnc1)c1cc(-c2ccc(Br)cc2)nc2ccccc12	2
Cc1onc(-c2c(F)cccc2Cl)c1C(=O)Nc1cccc(S(=O)(=O)N2CCOCC2)c1	6

Other compounds
Values in the order: Yeast superoxide	JMJD2C inh
CCC(=O)Nc1cccc(C(=O)N(Cc2ccccc2)Cc2ccccc2)c1
    106	6
COc1cccc(N2CCN(C(=O)CCNS(=O)(=O)c3ccc(F)c(F)c3)CC2)c1
    93	7
CN(C(=O)CSc1ccc2c(c1)OCCO2)c1ccccc1
    82	3
COc1ccc(-c2nc(S(=O)(=O)c3ccccc3)c(NCCCN3CCOCC3)o2)cc1
    98	-4
C[C@H](CO)N1C[C@H](C)[C@@H](CN(C)C(=O)NC2CCCCC2)Oc2ccc(NC(=O)Nc3ccc(C(F)(F)F)cc3)cc2C1=O
    81	6
Cc1ccc(S(=O)(=O)N2CCOCC2)cc1C(=O)NC(C)CCc1ccccc1 (stereo not given)
    104	14
O=C(Nc1ccc(F)cc1F)NC1CCCCCCC1
    93	4
CCOc1cc(C(=O)OCC(=O)Nc2cccc(S(=O)(=O)NC3=NCCCCC3)c2)cc(OCC)c1OCC
    109	5
Cc1nnc(SCC(=O)NCCC2=CCCCC2)[nH]c1=O
    115	-2
O=C(CSc1nc2nn(-c3ccccc3)c(=O)c-2c2n1CCCCC2)Nc1ccc(OC(F)F)cc1
    114	-1
Cn1cccc1C(=O)OCc1nc2ccccc2c(=O)[nH]1
    100	20
O=C1NC(Cc2ccccc2)c2nc3ccc(Br)cc3c(=O)n2-c2cc(Cl)ccc21 (stereo not given)
    112	4
COc1cc(SC)ccc1C(=O)OCC(=O)N1CC(=O)Nc2ccccc21
    84	-2
COc1ccc(C=NOCC(=O)OCC(=O)Nc2ccc(OC)cc2)cc1
    88	-3
C/C(=N\Nc1ccccc1)c1cccc(N)c1
    101	-28

Going on with the list.
Values in the order: Yeast superoxide	JMJD2C inh
CCn1c(SCC(=O)Nc2cccc(OC)c2)nc2ccccc2c1=O
    107	11
O=C(CN1C(=O)C(=O)N(C2CCCC2)C1=O)NCCc1ccc(F)cc1
    93	2
CCOc1ncccc1C(=O)NC(C)CCc1ccccc1 (stereo not given)
    104	-3
Cc1c(CC(=O)NCCCCCC(=O)O)c(=O)oc2c(C)c3oc4c(c3cc12)CCCC4
    101	1
CCOc1cc2[nH]c(=S)n(Cc3ccc(C(=O)O)cc3)c(=O)c2cc1OCC
    98	2
O=C(C[C@@H]1C/C=C\C[C@H](Cc2ccc(F)cc2)C(=O)OC[C@@H](Cc2c[nH]c3ccccc23)NC1=O)NCCO
    89	0
C#CCOCCOCCOCCNc1nc(N2CCN(C(=O)[C@H](CCCN=C(N)N)n3cc(C(N)[C@@H](C)CC)nn3)CC2)nc(N2CCN(C(=O)[C@H](CC(N)=O)n3cc([C@@H](N)C(C)C)nn3)CC2)n1 (stereo not given in full)
    102	-5
Cc1cc(SCC(=O)N2CCCC2=O)nc2ccccc12
    91	4
NS(=O)(=O)c1cccc(NC(=O)COC(=O)/C=C/c2nc3ccccc3s2)c1
    79	0
Cc1ccc(S(=O)(=O)N2[C@@H](c3cccc(C)c3)C(C(=O)O)=C[C@H]2CC2CCCC2)cc1
    99	26
O=C(N/N=C\c1cc2c(cc1[N+](=O)[O-])OCO2)c1cccs1
    91	8
N#Cc1ccc(OCC(=O)NNC(=O)C2CCCCC2)cc1
    104	-2
CCOC(=O)CCCCCC(=O)Nc1ccc2c(c1)CC(=O)N([C@@H](C)CO)C[C@H](C)[C@@H](CN(C)C(=O)Nc1ccc3c(c1)OCO3)O2
    102	33
O=C(c1ccc2ccccc2c1)C1CCCN(C(=O)c2cccnc2)C1 (stereo not given)
    104	3
O=C(O)CSCC(=O)N1CCCN(c2ccc(C(F)(F)F)cn2)CC1
    95	-1

Additional structures follow.
Values in the order: Yeast superoxide	JMJD2C inh
Cc1ccc(NC(=O)Cc2c(F)cccc2Cl)cc1S(=O)(=O)N1CCOCC1
    105	11
O=c1[nH]c(/C=C/c2ccc([N+](=O)[O-])cc2)c([N+](=O)[O-])c(=O)[nH]1
    86	6
C[C@H](CO)N1C[C@H](C)[C@@H](CN(C)S(C)(=O)=O)Oc2ccc(NC(=O)NC3CCCCC3)cc2C1=O
    102	-1
COc1cccc(-c2c(-c3cc(OC)cc(OC)c3)n(C)c3ccc(-c4cnc(N5CCOCC5)nc4)cc23)c1
    113	7
C[C@H](CO)N1C[C@H](C)[C@@H](CN(C)C(=O)Nc2ccccc2)Oc2ccc(NS(=O)(=O)c3ccc(F)cc3)cc2C1=O
    88	0
COc1ccc(NC(=O)c2ccc(NC(=O)CN3CCC(C(N)=O)CC3)cc2)cc1
    108	-9
CCN(C(=S)NC(=O)c1ccco1)c1cccc2ccccc12
    84	0
Cc1ccc(NC(=O)CO/N=C(\N)c2ccccc2)cc1C
    114	-1
COc1ccc(NC(=O)COC(=O)c2ccc3c(c2)OCO3)c(OC)c1
    108	-3
CCOC(=O)/C(C#N)=C/c1c(N2CCN(c3ccc(OC)cc3)CC2)nc2c(C)cccn2c1=O
    104	3
O=C(Nc1ccccc1Br)C1CCN(S(=O)(=O)c2cccs2)CC1
    104	2
N#C/C(=C\c1ccccc1)C(=O)NNS(=O)(=O)c1cccc([N+](=O)[O-])c1
    110	2
Cc1ccc(NC(=O)C2CC3CCC2C3)c(Br)c1 (stereo not given)
    99	-1
c1ccc2c(c1)CC(CN1CCNCC1)O2 (stereo not given)
    100	18
O=C(COC(=O)c1c(Cl)cccc1Cl)NC1CCCCCCC1
    99	4

Carrying on:
Values in the order: Yeast superoxide	JMJD2C inh
CCN(c1ccccc1)S(=O)(=O)c1ccc(OC)c(NC(=O)c2ccc(=O)[nH]c2)c1
    93	-4
CC(NC(=O)COc1ccccc1)C(=O)NCc1ccccc1Cl (stereo not given)
    82	5
Cc1ccc(NC(=O)C2CCN(S(C)(=O)=O)CC2)c(C)c1
    101	-2
CCOc1ccccc1NC(=O)COC(=O)c1nc2nccc(C)n2n1
    93	-2
Cc1ccc(CNS(=O)(=O)c2c(C)[nH]c(=O)[nH]c2=O)cc1
    100	5
